# D1 potentiator: Potentiators of Human D1 Dopamine Receptor: qHTS. D(1A) dopamine receptor (Homo sapiens), P21728. HEK293 TREx D1 cells, calcium flux, dopamine EC20 potentiation. potentiation, % at 10 µM. 0.036% of 360,000 active. AID 504651, 2011; in the data active means potentiation above about 30%; further: 0% is about no effect
# GRP78 ERSR act: qHTS for Inducers of the Endoplasmic Reticulum Stress Response (ERSR) in Human Glioma: qHTS. U87-MG GRP78 promoter luciferase reporter, 16 h. Potency, µM, without a hit: at the top dose activation, hits mostly activators. 0.02% of 420,000 active. AID 602332, 2012; further: potency means the concentration at half of the fitted maximal effect; series mostly up to about 76 µM; % of control where 0% means no effect; nearly all actives have a fitted effect of over 35% in size
#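 Stably transfected U87-MG glioma cells carrying a GRP78-based luciferase sensor; 16 h compound incubation. Luminescence end-point read 10 min after Bright-Glo addition at room temperature.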
# RXFP1 agonist: qHTS Assay for Agonists of the Relaxin Receptor RXFP1; HEK293T-RXFP1 cAMP TR-FRET, 30 min; response scale: percent of porcine relaxin response, buffer zero; Potency, µM (highest dose often 57.5 µM), for the others: top-dose activation, hits mostly activators; 0.3% of 370,000 active; AID 2676, 2010; further: potency means the concentration at half of the fitted maximal effect; on the % scale 0 is the no-effect control and ±100 the full control effect; nearly all actives have a fitted effect of over 60% in size; many of its hits are not listed in these tables
#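 Agonist response is measured as cAMP accumulation in an RXFP1-transfected HEK293T line under PDE4 inhibition. Values are scaled between buffer-only and 29 nM porcine relaxin, and EC50s come from standard Hill equation fits.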
# D1 antagonist: Antagonist of Human D 1 Dopamine Receptor: qHTS; HEK293 TREx D1 cells, calcium flux, dopamine EC80; stronger effect = lower value; D(1A) dopamine receptor (Homo sapiens), P21728; activity change, negative = inhibition, % at 10 µM; 3.2% of 360,000 active; in the data active means activity change below about -30%; further: on the % scale 0 is the no-effect control and ±100 the full control effect
#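 Allosteric or orthosteric antagonism assessed as attenuation of the calcium response to EC80 dopamine, added 180 s after compound, in induced HEK293 Trex D1 cells loaded with no-wash calcium dye.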
# LDHA block: qHTS assay for inhibitors of human lactate dehydrogenase; L-lactate dehydrogenase A chain (Homo sapiens), P00338; purified LDHA, NADH/diaphorase-resazurin fluorescence; stronger effect = lower value; activity change, % (values are at about 110 or 230 µM); 0.15% of 480,000 active; in the data active means activity change below about -30%; inconclusive means mostly about -25% to -30%;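 further: plate controls were DMSO wells for no effect and wells without enzyme for full effect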
#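 Enzyme activity of human lactate dehydrogenase 5 (2 nM; 0.06 mM NADH, 0.2 mM pyruvate, 5 min, RT) is measured via a resazurin/diaphorase fluorescence readout of residual NADH.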
# D1 ag: Allosteric Agonists of the Human D1 Dopamine Receptor: qHTS | D(1A) dopamine receptor (Homo sapiens), P21728 | HEK293 T-REx D1 cells, calcium flux, agonist mode | activation, % at 2 µM | 1% of 360,000 active; in the data active means activation above about 30%; further: 0% is about no effect
#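 Tetracycline-induced HEK293 TREx D1 cells, force-coupled to calcium signalling, were dye-loaded with a no-wash calcium kit. Compound was pin-added after a 10 s baseline. Fluorescence was read kinetically at 1 cycle/s for 180 s, with calcium rises flagged as agonism.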
# Vif-A3F inh: qHTS for Inhibitors of Vif-A3F Interactions: qHTS; HeLa A3F-eYFP + Vif (tagged APOBEC3F with the HIV-1 protein that degrades it), YFP fluorescence increase; Potency, µM (top dose mostly 46.1 µM), for the others: at the top dose activity, negative = active; 0.2% of 390,000 active; AID 602313, 2012; further: potency means the concentration at half of the fitted maximal effect; % of control where 0% means no effect; nearly all actives have a fitted effect of over 65% in size
#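 HeLa cells stably expressing Vif plus C-terminally eYFP-tagged A3F were seeded, incubated overnight at 37 deg C, dosed with compound, incubated overnight again at 37 deg C. Yellow fluorescence (Ex 488/Em 500-530) reported blocked Vif-mediated A3F-eYFP degradation.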
# Vif-A3G inh: qHTS for Inhibitors of Vif-A3G Interactions: qHTS | DNA dC->dU-editing enzyme APOBEC-3G (Homo sapiens), Q9HC16 | HeLa A3G-eYFP + Vif (tagged APOBEC3G with the HIV-1 protein that degrades it), YFP fluorescence, overnight | Potency, µM (highest dose often 46.1 µM), inactives show at the highest dose activity, negative = active, most hits filed as inhibitors | 0.076% of 410,000 active | AID 602310, 2012;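 further: potency means the concentration at half of the fitted maximal effect; on the % scale 0 is the no-effect control and ±100 the full control effect; nearly all actives have a fitted effect of over 60% in size; hits raise eYFP signal because A3G escapes Vif-driven loss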
# Target sequence (Q9HC16 whole entry, looked up): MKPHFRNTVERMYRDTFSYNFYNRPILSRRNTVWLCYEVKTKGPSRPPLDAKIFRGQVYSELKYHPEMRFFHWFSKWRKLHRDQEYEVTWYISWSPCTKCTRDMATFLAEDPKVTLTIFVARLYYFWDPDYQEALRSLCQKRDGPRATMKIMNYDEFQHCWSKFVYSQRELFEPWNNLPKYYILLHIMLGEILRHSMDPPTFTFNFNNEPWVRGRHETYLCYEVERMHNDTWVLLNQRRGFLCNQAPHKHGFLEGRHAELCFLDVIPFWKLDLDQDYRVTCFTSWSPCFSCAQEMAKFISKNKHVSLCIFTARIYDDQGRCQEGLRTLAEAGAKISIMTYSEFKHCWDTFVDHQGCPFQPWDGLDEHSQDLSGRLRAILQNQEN
#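 Read-out is eYFP fluorescence (Ex 488/Em 500-530) from Vif-expressing HeLa A3G-eYFP cells; more signal means A3G escaped Vif-mediated degradation. Cells plated overnight, compound pinned in, incubated overnight at 37 deg C.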
# D2 potentiator: HTS Assay for Positive Allosteric Modulators of the Human D2 Dopamine Receptor: Primary Screen for Potentiators. D(2) dopamine receptor (Homo sapiens), P14416. HEK293 T-REx D2, calcium flux, EC20 dopamine potentiation. potentiation, % at 10 µM. 0.34% of 340,000 active. AID 485347, 2010;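 active means potentiation over 3 SD above the plate norm, cut at about 30% in these data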; further: 0% is about no effect
# Target sequence (P14416 whole entry, looked up): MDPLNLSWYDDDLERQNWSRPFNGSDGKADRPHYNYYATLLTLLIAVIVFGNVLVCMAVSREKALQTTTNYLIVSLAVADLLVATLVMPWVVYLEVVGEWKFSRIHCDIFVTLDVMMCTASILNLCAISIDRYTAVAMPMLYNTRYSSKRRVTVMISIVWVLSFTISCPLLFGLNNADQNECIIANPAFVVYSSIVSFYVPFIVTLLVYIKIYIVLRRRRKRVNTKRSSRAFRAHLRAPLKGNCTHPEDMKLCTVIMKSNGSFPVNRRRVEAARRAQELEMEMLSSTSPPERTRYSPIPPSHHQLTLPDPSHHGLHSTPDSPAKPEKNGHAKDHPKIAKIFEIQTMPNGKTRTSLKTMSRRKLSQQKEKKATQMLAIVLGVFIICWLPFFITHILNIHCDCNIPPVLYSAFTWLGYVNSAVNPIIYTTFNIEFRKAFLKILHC
#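 Potentiation of an EC20 dopamine calcium response measured kinetically over 180 s, after a preceding 180 s compound-only read flagging agonists. Cells: inducible Hek293 Trex D2 line, 4000/well, cultured overnight at 30 C before dye loading.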
# Starred values were filed as active, the others as inactive; u = inconclusive; x = not tested or not shown; & = joins results of further samples. Unless noted, the call rests on the fitted dose curve; in most records, active means well fitted curve in the direction sought with a large enough effect; inconclusive means small, poorly fitted or top-dose-only effect, or another doubt; inactive means no such curve, though single readings can be large; an effect the other way counts as inactive or inconclusive. An excerpt (hit frequency here may not be typical).
SMILES,D1 potentiator,GRP78 ERSR act,RXFP1 agonist,D1 antagonist,LDHA block,D1 ag,Vif-A3F inh,Vif-A3G inh,D2 potentiator
CC[C@](C)(O)c1cc2ccccc2c(=O)o1,x,-5%,x,x,-3,x,0%,3%,x
CC(C)(C)c1nnc(NC(=O)Cc2ccc(Br)cc2)s1,3,-2%,0.5%,45,-10,12,-13%,1%,7
CCCCc1ccc(NC(=O)C2CCCC2)cc1,x,9%,x,x,-6,x,11%,0%,x
Cc1ncc(S(=O)(=O)c2ccc(Cl)cc2)c(N)n1,x,-2%,x,x,-4,x,-13%,-4%,x
CCOc1ccc(OCCCN(C)C)cc1,-6,-3%,0.0%,-3,-16,5,0%,-5%,3
COc1cc(C(=O)NCc2ccco2)c(Br)c(OC)c1OC,-4,-2%,2.3%,-1,-3,0,-11%,1%,11
Cc1ccc(NC(=O)c2ccccc2NS(=O)(=O)c2ccc(F)cc2)cc1S(=O)(=O)N1CCCCC1,-4,-5%,0.3%,-28,-2,28,3%,-6%,4
CCOc1ccc(C(Nc2ccc(C)cc2)P2(=O)OCC(C)(C)CO2)cc1 (stereo not given),3,0%,-0.1%,-5,-2,1,8%,-9%,14
Cc1ccc2nc(N3CCN(c4cccc(C)c4C)CC3)c3nncn3c2c1,-4,-2%,-0.8%,6,-6,-1,-5%,1%,-9
c1ccc(CNn2nnnc2-c2ccccc2)cc1,3,-3%,1.9%,3,4,1,-5%,1%,-11
COc1ccccc1C(=O)OCCCN=C1NS(=O)(=O)c2ccccc21,-2,-2%,2.1%,5,-3,3,5%,-2%,-15
CCOCCCNC(=O)C(c1ccc(C)cc1)N(Cc1ccc2c(c1)OCO2)C(=O)CNC(C)=O (stereo not given),-3,-3%,1.5%,-15,5,0,-7%,1%,-5
CC(=O)c1nc(N2C(=O)CC(Cc3ccc(C)cc3)C2=O)sc1C (stereo not given),0,-4%,26%,4,-7,0,-15%,-7%,0
CN1CCN(c2nc3c(c(=O)[nH]c(=O)n3C)n2CCSc2ncccn2)CC1,-4,x,0.1%,7,x,-1,x,x,-6
Nc1cccc(CN2CCCC2)c1,3,-3%,4.0%,4,2,1,5%,0%,0
CN(C)C(=O)CSc1nnc(CCN)o1,-5,-2%,-0.4%,-6,-7,0,-3%,2%,4
COc1ccc(C(=O)N/C(=C\c2ccccc2)C(=O)NCCCn2ccnc2)cc1,-3,-3%,-0.3%,8,-6,3,8%,-1%,-4
Cn1c(N)c(C(=O)COC(=O)CC2CC3CCC2C3)c(=O)n(C)c1=O (stereo not given),-1,-4%,u,13,-10,26,10%,2%,25
O=C(COc1ccc(Cl)cc1)N1N=C(c2cccs2)CC1c1ccco1 (stereo not given),x,-2%,x,x,-5,x,-3%,-1%,x
COc1cc([N+](=O)[O-])c2nccnc2c1,-5,-5%,4.6%,3,-4,2,-13%,3%,-12
COc1cc(Cl)c(NS(=O)(=O)c2ccc3c(c2)CC(C)N3C(=O)C2CCC2)c(OC)c1 (stereo not given),-4,-1%,6.5%,-31*,6,14,3%,9%,2
CCc1nnc(NC(=O)C(CC)CC)s1,-3,0%,2.2%,10,-2,1,0%,1%,28
Cc1cccc2sc(NNC(=O)c3ccc(S(=O)(=O)N4CCc5ccccc5C4)cc3)nc12,4,-5%,-0.4%,29,-4,-3,-10%,-28%,3
C/C(=N/OC(=O)c1c(-c2c(Cl)cccc2Cl)noc1C)c1cnccn1,-2,-5%,0.7%,-8,-1,-1,2%,-5%,5
COc1ccc(OCCNC(=O)Nc2cc(F)c(F)cc2Cl)cc1,-7,-5%,0.2%,-18,-17,4,-10%,6%,-1
CCOc1ccc(OCC(=O)Nc2ccc(S(N)(=O)=O)cc2)cc1,-5,-4%,0.8%,-34*,-1,2,8%,3%,0
COc1ccc(O)c(/C=N/Nc2nc(C)cc(-c3ccccc3)n2)c1,x,1%,x,x,4,x,4%,-8%,x
Cc1ccccc1NC(=O)c1ccc(F)c(S(=O)(=O)N(C)C2CCCCC2)c1,-1,-3%,-0.2%,-15,-2,13,1%,14%,4
C=CCc1cc(C)ccc1OCCn1ccnc1,-7,-6%,0.0%,2,u,3,-2%,0%,1
COc1ccc(CNC(=O)CCc2c(C)nn(-c3ccc(N4CCOCC4)nn3)c2C)cc1,-8,-1%,-1.8%,-1,-10,0,2%,1%,-13
O=C(COC(=O)Cc1cccs1)Nc1ccc(OC(F)(F)F)cc1,-2,-4%,2.1%,-7,-4,0,3%,2%,14
CC(C)(C)C(=O)Nc1ccc2nc(SCC(=O)N3CCc4ccccc43)sc2c1,4,0%,-0.1%,45,-3,17,0%,-12%,11
CC1(C(=O)O)CCC(C(=O)Nc2cccc(F)c2)C1(C)C (stereo not given),-2,-2%,7.7%,-12,-2,4,-7%,-6%,8
Cc1nc(Nc2nc3ccccc3o2)nc(C)c1C,-1,-8%,-1.1%,9,-18,0,-20%,2%,4
CCOc1ccccc1Nc1nc(-c2sc(NC(=O)c3cccc(Cl)c3)nc2C)cs1,-3,9%,1.3%,5,-5,2,u,-1%,4
Cc1nnc2n(Cc3ccccc3)c(=O)c3c4c(sc3n12)CCCC4,-6,x,3.4%,3,x,1,x,x,6
CC(=O)CCn1cc([N+](=O)[O-])nc1C,-5,-8%,5.6%,11,-10,4,16%,0%,-10
O=C(CSc1nc2c(sc3ccccc32)c(=O)n1Cc1ccco1)NCC1CCCO1 (stereo not given),1,-4%,1.4%,6,0,0,-6%,-1%,-12
O=C1NC(c2ccccc2)C(c2ccccc2)N1 (stereo not given),x,-4%,x,x,-6,x,-2%,-2%,x
CCn1cnc2c1c(=O)n(CC(=O)O)c(=O)n2Cc1ccccc1,-2,-2%,-1.9%,3,-3&12,3,14%,2%,1
COc1ccc(NC(=O)CCCC(=O)NCCc2ccc(OC)c(OC)c2)cc1,-9,-3%,0.1%,4,2,0,1%,11%,9
O=C(NC(Cc1ccccc1)C(=O)O)/C(=C/c1cccc(Br)c1)NC(=O)c1ccco1 (stereo not given),2,-5%,0.2%,2,-8,2,13%,2%,8
c1ccc(-c2ccc(-c3[nH]ncc3CN3CCC(N4CCSCC4)CC3)cc2)cc1,-4,4%,-0.3%,4,-10,13,5%,0%,6
COc1ccccc1N(CC(=O)Nc1ccccc1C(=O)NC(C)C)S(C)(=O)=O,2,-1%,0.5%,-9,-3,3,8%,-5%,-1
O=C(c1oc(=O)c2ccccc2c1-c1ccccc1)N1CCN(C2CCCCC2)CC1,0,-5%,2.4%,11,-5,0,1%,-5%,-6
C[C@H](NC(=O)c1[nH]cnc1C(=O)Nc1ccccc1)c1ccccc1,-2,0%,-0.1%,x,-1,-2,0%,-3%,15
CCN(CC)c1ccc(CNc2nc3ccccc3n2CCN2CCOCC2)cc1,-2,-4%,1.2%,x,1,-1,-10%,0%,3
CCOC(=O)c1cccc(NC(=O)CNS(=O)(=O)c2cccs2)c1,3,-1%,-0.6%,-2,-8,-1,-6%,2%,44*
N#CN1CCC(NS(=O)(=O)c2cccc(C(F)(F)F)c2)CC1,12,x,x,2,-4,-1,x,x,x
c1ccc2c(c1)[nH]c1nc3nncn3nc12,-8,-1%,-1.3%,5,2,0,-10%,0%,-3

# Rewritten with values under each structure: four of the compounds above
# Below each SMILES – D1 potentiator	GRP78 ERSR act	RXFP1 agonist	D1 antagonist	LDHA block	D1 ag	Vif-A3F inh	Vif-A3G inh	D2 potentiator
> CCOC(=O)c1cccc(NC(=O)CNS(=O)(=O)c2cccs2)c1
→ 3	-1%	-0.6%	-2	-8	-1	-6%	2%	44*
> O=C(c1oc(=O)c2ccccc2c1-c1ccccc1)N1CCN(C2CCCCC2)CC1
→ 0	-5%	2.4%	11	-5	0	1%	-5%	-6
> c1ccc2c(c1)[nH]c1nc3nncn3nc12
→ -8	-1%	-1.3%	5	2	0	-10%	0%	-3
> CCN(CC)c1ccc(CNc2nc3ccccc3n2CCN2CCOCC2)cc1
→ -2	-4%	1.2%	x	1	-1	-10%	0%	3

# Remaining list, next part:
SMILES,D1 potentiator,GRP78 ERSR act,RXFP1 agonist,D1 antagonist,LDHA block,D1 ag,Vif-A3F inh,Vif-A3G inh,D2 potentiator
COc1ccc(Cl)cc1NC(=S)NN1CCOCC1,-3,-3%,-1.4%,x,2,1,0%,-2%,-11
CN(C)CCCn1c(SCC(=O)Nc2nc(-c3cccc(Br)c3)cs2)nc2ccccc2c1=O,0,0%,0.0%,-22,-7,3,1%,6%,-4
OCCCc1nc2ccccc2[nH]1,1,-1%,1.3%,-3,-1,2,14%,5%,4
COc1ccc(Br)cc1-c1noc(-c2ccccc2)n1,-3,2%,-0.3%,-10,-3,4,-4%,-2%,9
Clc1ccc(Oc2cccc(/C=N/n3cnnc3)c2)cc1,-7,-1%,0.4%,-1,-3,17,9%,-7%,4
CSCCC(NC(=O)c1cncc(Br)c1)C(=O)O (stereo not given),1,-4%,5.3%,0,-3,1,-5%,0%,11
O=C(CN1C(=O)NC2(CCc3ccccc3C2)C1=O)Nc1ccc(Cl)cc1F (stereo not given),-5,-4%,0.2%,-5,-18,2,-13%,-1%,-5
C=CCOc1ccc(CNn2c(C)n[nH]c2=S)cc1OC,-2,3%,2.6%,-3,-5,2,-7%,-1%,23
CC(=C\c1ccco1)/C=C1/SC(=S)N(CC(=O)O)C1=O,-1,4%,1.2%,4,0,6,6%,3%,3

# Screens deposited in PubChem by National Center for Advancing Translational Sciences (NCATS).
